MEP2-GFP yeast – alters MEP2-GFP fluorescence in TOR pathway yeast screen; AID 2016; 330,000 compounds, 0.51% hits; S. cerevisiae MEP2-GFP strain, flow cytometry GFP, 3 h; 100% = DMSO control level; GFP response vs DMSO, % at 10 µM;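 active = GFP response versus DMSO above a set limit, roughly screen mean plus 3 SD, cut at about 180% in these data; inconclusive = fewer than 70 cells counted for a yeast strain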;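 also: median GFP fluorescence of the barcode-gated MEP2-GFP cells per well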
LAP4 TOR yeast – alters LAP4-GFP fluorescence in TOR pathway yeast screen; GFP response vs DMSO, % at 10 µM; 320,000 compounds, 0.34% hits; S. cerevisiae LAP4-GFP multiplex, flow cytometry GFP, 3 h; median GFP as percent of DMSO wells;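 active = GFP response vs DMSO above a set limit, about the screen mean plus 3 SD, cut at about 150% in these data; inconclusive = under 70 cell events counted for the yeast strain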
CIT2-GFP yeast – yeast TOR pathway CIT2-GFP modulation. S. cerevisiae CIT2-GFP strain, flow cytometry, 3 h; 100 means same as DMSO wells. GFP response vs DMSO, % at 10 µM. 320,000 compounds, 0.065% hits. AID 2029;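 active = GFP response relative to DMSO above a set limit, near the screen mean plus 3 SD, cut at about 150% in these data; inconclusive = Fewer than 70 cells measured for a yeast strain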;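 also: ratio of well median GFP fluorescence to mean of DMSO wells on the plate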
GRK2 aptamer HTS – inhibitors of human GRK2 displacing RNA aptamer. P25098. bead flow cytometry, FAM-aptamer displacement from GRK2. inhibition of aptamer binding, % at 10 µM. 330,000 compounds, 0.59% hits. AID 488847;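 active = inhibition of aptamer binding above 40%, roughly 3 SD of noise, on plates passing a quality check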;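 also: median bead fluorescence of bound FAM aptamer so fluorescent compounds give negative values; no value below 0 was filed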
RPL19A-GFP yeast – yeast TOR pathway RPL19A-GFP modulation; S. cerevisiae RPL19A-GFP strain, flow cytometry, 3 h; stronger effect = lower value; percent response vs DMSO, % at 10 µM; 330,000 compounds, 0.3% hits;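 active = percent response vs DMSO below 50%; inconclusive = fewer than 70 events counted for the yeast strain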;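 also: median channel GFP fluorescence of the barcoded RPL19A-GFP strain; ratio of sample median GFP to plate DMSO average so 100% = DMSO; lower means less RPL19A-GFP as with rapamycin TOR inhibition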
JMJD2C inh – blocks human GASC-1 demethylase activity; inhibition, % at 2.35 µM; Q9H3R0; GST-JMJD2C(1-420) H3K9me3 demethylation, DELFIA europium; 330,000 compounds, 0.069% hits;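 active = more than half of a compound's replicate wells show inhibition beyond 50%, single wells judged on their own value; inconclusive = some, but no more than half, of replicates pass 50% inhibition; inactive = no replicate passes 50% inhibition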;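 also: signal counts dimethyl H3K9 product captured on neutravidin plate; 0% = median of DMSO wells and 100% = 0.3 times that DMSO median; strong numbers were not always called active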
Target sequence (Q9H3R0 1-420 limits assumed): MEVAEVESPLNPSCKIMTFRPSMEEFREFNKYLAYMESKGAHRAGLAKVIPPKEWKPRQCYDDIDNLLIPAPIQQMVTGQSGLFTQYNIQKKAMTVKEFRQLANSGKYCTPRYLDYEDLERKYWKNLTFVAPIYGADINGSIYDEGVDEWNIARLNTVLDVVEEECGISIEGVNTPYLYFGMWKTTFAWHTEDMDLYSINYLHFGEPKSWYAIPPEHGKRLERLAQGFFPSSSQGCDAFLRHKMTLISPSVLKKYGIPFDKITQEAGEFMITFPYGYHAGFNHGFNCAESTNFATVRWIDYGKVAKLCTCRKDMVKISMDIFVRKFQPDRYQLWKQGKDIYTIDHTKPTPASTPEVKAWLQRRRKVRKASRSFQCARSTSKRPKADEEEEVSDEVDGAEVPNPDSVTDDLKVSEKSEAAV
AGP1-GFP MLPCN – modulators of TOR pathway AGP1-GFP in S. cerevisiae | S. cerevisiae AGP1-GFP multiplex flow cytometry, 3 h; GFP as percent of DMSO wells | GFP response vs DMSO, % at 10 µM | 320,000 compounds, 0.02% hits | AID 2066;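 active = GFP response relative to DMSO above a set limit, near screen average plus 3 SD, cut at about 150% in these data; inconclusive = fewer than 70 cells counted for the yeast strain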;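 also: median GFP channel fluorescence of the gated AGP1 strain per well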
VLA-4 inh – inhibition in a human VLA-4 binding assay; VLA-4 expressing cells, ligand binding flow cytometry; AID 2557; inhibition, % (about 7 µM as worked out from the volumes in the protocol); 330,000 compounds, 0.2% hits; in the data active = inhibition above about 50%
An asterisk follows results filed as active; ? = inconclusive; . = no result given.

canonical_smiles	MEP2-GFP yeast	JMJD2C inh	CIT2-GFP yeast	AGP1-GFP MLPCN	GRK2 aptamer HTS	RPL19A-GFP yeast	VLA-4 inh	LAP4 TOR yeast
COCCn1c(SCC(=O)NC(=O)NCc2ccccc2)nc2ccccc2c1=O	105	1	103	100	0	100	-11	103
O=C(COc1ccc(F)cc1)Nc1nnc(S(=O)(=O)N2CCCC2)s1	104	1	99	106	1	103	21	102
Nc1nc(Cl)cc(Oc2ccc([N+](=O)[O-])cc2)n1	104	3	104	103	0	105	2	92
Cc1cc(C(=O)NNC(=O)/C=C/c2ccc(F)cc2)c(C)o1	105	-3	103	90	0	100	-1	85
Cn1c(=O)[nH]c(=O)c2c1nc(N/N=C/C(Br)=C/c1ccccc1)n2CCO	99	2	100	109	0	97	4	105
COCCn1nnnc1C(c1cccs1)N1CCN2CCCC2C1 (stereo not drawn)	104	-16	112	106	2	100	-4	101
COc1ccc(-n2ccnc(SCC(=O)NC3CCCC3)c2=O)cc1OC	104	1	105	112	3	106	-1	106
CC(=O)c1ccc(N2CCN(C(=O)CCCn3c(=S)[nH]c4cc5c(cc4c3=O)OCO5)CC2)cc1	94	.	91	100	2	95	2	100
Cc1ccccc1N(C(=O)CCC(=O)Nc1ccccn1)C(C(=O)NC(C)C)c1ccc(F)cc1 (stereo not drawn)	104	3	94	99	0	96	4	84
O=C(O)c1ccc(Br)cn1	105	3	105	112	0	110	4	112

Following part:
canonical_smiles	MEP2-GFP yeast	JMJD2C inh	CIT2-GFP yeast	AGP1-GFP MLPCN	GRK2 aptamer HTS	RPL19A-GFP yeast	VLA-4 inh	LAP4 TOR yeast
Cc1cc(=O)[nH]c(SCC(=O)Nc2ccc(Br)cc2)n1	96	3	105	102	3	99	1	99
COc1ccccc1NC(=O)c1cc2ccc(O)cc2o/c1=N\O	100	-16	103	78	0	93	9	97
CCOC(=O)C1C(=O)CC(C)(O)C(C(=O)OCC)C1c1ccc([N+](=O)[O-])cc1 (stereo not drawn)	?	-5	101	88	0	90	-3	68
Cc1ccccc1CSc1nc2[nH]ncc2c(=O)[nH]1	108	-3	106	103	4	107	-2	95
O=C(NCC(=O)N1CC=C(c2ccccc2)CC1)c1ccc(OC(F)F)cc1	95	-4	74	79	0	92	6	112
N/C(=N\OC(=O)c1ccccc1)c1ccn[nH]1	102	-16	105	103	2	102	-19	99
C=CCn1cc(C(=O)NCC2CCCO2)c(=O)c2cc(S(=O)(=O)N3CCCCCC3)ccc21 (stereo not drawn)	100	.	99	106	6	96	-1	99
Cc1cc2cc(C(c3nnnn3C3CCCC3)N(Cc3cccnc3)Cc3ccco3)c(=O)[nH]c2cc1C (stereo not drawn)	103	9	101	101	0	99	22	100
COc1ccccc1CNC(=O)c1ccc(OC(C)C)cc1	101	-1	101	103	1	110	2	94
CC(=O)Oc1ccc(N(C(C)=O)S(=O)(=O)c2ccc(C)cc2C)c2ccccc12	101	-5	99	96	0	104	0	94

Later entries:
canonical_smiles	MEP2-GFP yeast	JMJD2C inh	CIT2-GFP yeast	AGP1-GFP MLPCN	GRK2 aptamer HTS	RPL19A-GFP yeast	VLA-4 inh	LAP4 TOR yeast
Cc1[nH][nH]c(=O)c1C	98	6	104	101	0	96	18	101
CCOC(=O)C1CCN(S(=O)(=O)c2ccc3c(c2)NC(=O)C(C)C(=O)N3)CC1 (stereo not drawn)	95	73	96	98	1	101	-3	92
O=C(O)Cc1c(C(=O)O)nnn1-c1ccc(Cl)cc1Cl	108	-14	96	98	0	104	-2	87
CCN(CC(=O)Nc1ccc(OC)cc1)C(=O)CCc1nc2ccccc2c(=O)[nH]1	104	1	105	115	0	106	4	106
COc1ccc(S(=O)(=O)N2CC(C)N(C(=O)N3CCOCC3)C2)cc1 (stereo not drawn)	105	-5	98	100	0	105	20	96
C/C(CCS(=O)(=O)c1ccccc1)=N/O	99	5	106	106	0	99	-3	103
COc1ccc(-n2ccnc2SCC(=O)NCc2ccccc2)c(OC)c1	105	5	100	115	0	106	8	105
CCCCCC(=O)Nc1nnc(CCc2ccccc2)s1	99	-8	102	91	.	104	10	82
COc1ccc(-c2cn3c(C)c(C(=O)N4CCCc5ccccc54)sc3n2)cc1	94	1	74	85	81*	89	26	123
Cc1cccc(OCC(=O)N(Cc2ccccc2)c2c(N)n(Cc3ccccc3)c(=O)[nH]c2=O)c1	105	-3	105	107	3	102	-11	114

(next part)
canonical_smiles	MEP2-GFP yeast	JMJD2C inh	CIT2-GFP yeast	AGP1-GFP MLPCN	GRK2 aptamer HTS	RPL19A-GFP yeast	VLA-4 inh	LAP4 TOR yeast
CCN(CC(=O)NCc1ccc(Cl)cc1)C(=O)CN1C(=O)NC(C)(c2ccccc2)C1=O (stereo not drawn)	104	-5	93	102	2	99	-2	88
COc1cc(CNCCCN2CCOCC2)ccc1OCC(=O)Nc1cccc(C(F)(F)F)c1	92	-4	101	95	0	98	7	106
C/C(=N\NC(=O)C(O)(c1ccccc1)c1ccccc1)c1ccc(NC(=O)CCCC(=O)O)cc1	106	7	84	98	4	128	4	73
Cc1cccc(-n2c3nc(=O)[nH]c(=O)c-3cc3cc([N+](=O)[O-])ccc32)c1	107	1	92	91	4	92	22	102
Cc1ccc(S(=O)(=O)N2N=C3CCCCC3C2(O)C(F)(F)F)cc1 (stereo not drawn)	107	-21	95	108	0	103	-5	111
O=C1CCC([N+](=O)[O-])C(c2cc3c(cc2Br)OCO3)N1 (stereo not drawn)	107	0	100	100	1	102	13	91
CC(C)[C@H](NC(=O)c1ccccc1)C(=O)NC1=NCCS1	106	0	110	103	0	102	4	95
CC(Oc1cc2oc(=O)c3c(c2cc1Cl)CCC3)C(=O)NCc1cccnc1 (stereo not drawn)	105	2	104	103	2	104	24	97
CC(C)(C)OC(=O)C1C(=O)CC(C)(O)C(C(=O)OC(C)(C)C)C1c1ccco1 (stereo not drawn)	107	0	98	98	0	100	11	98
CC(C)OCCCNC(=O)NC12CC3CC(CC(C3)C1)C2	97	1	92	89	1	88	13	87

(listing goes on)
canonical_smiles	MEP2-GFP yeast	JMJD2C inh	CIT2-GFP yeast	AGP1-GFP MLPCN	GRK2 aptamer HTS	RPL19A-GFP yeast	VLA-4 inh	LAP4 TOR yeast
Cc1cc(C)n2cc(-c3ccc(Cl)cc3)c(C(=O)O)c2n1	100	10	97	100	7	100	6	104
CC(=O)Nc1ccc(N/C=C/C(=O)c2ccc(C)cc2)cc1	102	-21	94	94	0	102	-4	92
O=C(N/N=C/c1cccs1)/C(=C/c1ccccc1)NC(=O)c1ccccc1	112	-23	110	110	1	108	13	103
C(=C\c1ccccc1)/CSc1ccccn1	104	-8	102	104	3	98	-2	104
O=C(CSc1nccn1-c1cccc(F)c1)NC1CCCC1	97	-6	90	82	0	103	-3	85
COc1cccc(CN(CC2CCCO2)S(=O)(=O)c2ccc(S(=O)(=O)NCC3CCCO3)cc2)c1OC (stereo not drawn)	103	9	98	99	0	103	13	103
CC(C)(C)c1ccc2c(c1)OC(C(=O)N/N=C\c1ccncc1)CO2 (stereo not drawn)	100	-1	98	112	2	103	-3	119
Cc1cccc(Nc2ncnc3onc(-c4cccc(Cl)c4)c23)c1C	85	-1	67	83	6	98	16	110
COc1ccc(OCc2cc(C(=O)NCCN3CCCc4ccccc43)no2)c(Cl)c1	100	9	96	97	0	101	6	103
O=C(N/N=C/c1c[nH]c2ccc(Br)cc12)C1CC1	93	-1	85	99	0	94	8	109

Remaining list, next part:
canonical_smiles	MEP2-GFP yeast	JMJD2C inh	CIT2-GFP yeast	AGP1-GFP MLPCN	GRK2 aptamer HTS	RPL19A-GFP yeast	VLA-4 inh	LAP4 TOR yeast
C=CCOc1ccc(C=Nc2ccc(OC)cc2)c(O)c1	100	-1	107	105	1	100	10	102
COc1ccccc1NS(=O)(=O)c1cc(NC(=O)CNC(=O)c2ccc(C)s2)ccc1Cl	103	9	94	101	0	104	11	102
CC(C)NC(=O)/C(C#N)=C/c1ccc(N(C)C)o1	114	-11	101	102	4	97	-7	126
CCn1c(SCC(=O)Nc2cc(C)on2)nnc1-c1ccc(S(=O)(=O)N2CCCC2)cc1	95	-4	87	92	0	92	4	94
N#CC1(NC(=O)CN2C(=O)c3ccc([N+](=O)[O-])cc3C2=O)CCCCC1	107	-7	104	119	2	104	5	115
CCn1c(COc2cccc3cccnc23)nnc1SC(F)F	93	-8	97	94	0	94	-1	94
O=C(Nc1ccc(Cl)cn1)c1ccccc1F	103	8	105	.	0	99	-2	94
Cc1ccc(NC(=O)CSCc2nc3c(nnn3Cc3ccc(F)cc3)c(=O)[nH]2)c(C)c1	?	.	94	83	4	86	18	79
COC(=O)C1CCN(C(=O)COC(=O)c2oc3ccc(OC)cc3c2C)CC1	108	-3	97	105	0	99	6	112
COc1ccc2[nH]c(C)c(CCNc3ccc(C(F)(F)F)cc3[N+](=O)[O-])c2c1	101	-24	103	102	2	105	8	93

Carrying on:
canonical_smiles	MEP2-GFP yeast	JMJD2C inh	CIT2-GFP yeast	AGP1-GFP MLPCN	GRK2 aptamer HTS	RPL19A-GFP yeast	VLA-4 inh	LAP4 TOR yeast
Cc1ccc(C(=O)CNc2ccc(F)cc2)cc1	98	-1	99	99	0	104	7	95
COc1ccccc1NC(=O)Nc1ccc(S(=O)(=O)Nc2onc(C)c2C)cc1	94	1	89	95	15	96	11	107
O=c1c(Cl)c(N2CCOCC2)cnn1-c1nc2ccccc2[nH]1	100	-2	101	102	0	102	-12	96
O=C1N(Cc2cccc(Cl)c2)C[C@@H]2C[C@@H](c3ccco3)N3CCC[C@@]123	95	1	99	100	0	97	2	101
O=C(CSc1nnc(CNC(=O)c2ccccc2F)o1)NC1CCCC1	104	-1	97	92	0	93	-2	82
CCOCCCNCc1cc(Br)ccc1OCc1ccccc1	98	-8	97	98	0	102	1	102
Clc1ccc(-n2c(SCc3nc4ccccc4[nH]3)nnc2-c2ccncc2)cc1	98	8	.	107	0	105	-4	97
CNC(=O)c1csc(-c2cccs2)n1	99	-1	94	95	0	105	3	98
CC1(C)CC(NC(=O)c2ccccc2F)CC(C)(C)N1	100	3	108	105	0	99	-21	98
